A3A deaminase – blocks human APOBEC3A ssDNA deamination. P31941. recombinant A3A, FAM/TAMRA ssDNA deamination fluorescence. inhibition, % at 20 µM. hit rate 0.41% among 330,000. AID 493011;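 active means at least 40% inhibition at 20 µM here, with at most 30% in a related deaminase screen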;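 further: plate controls were A3A with DMSO for no effect and wells lacking A3A enzyme for full effect; some results filed as inactive read as strong as hits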
Target sequence (P31941 whole entry, looked up): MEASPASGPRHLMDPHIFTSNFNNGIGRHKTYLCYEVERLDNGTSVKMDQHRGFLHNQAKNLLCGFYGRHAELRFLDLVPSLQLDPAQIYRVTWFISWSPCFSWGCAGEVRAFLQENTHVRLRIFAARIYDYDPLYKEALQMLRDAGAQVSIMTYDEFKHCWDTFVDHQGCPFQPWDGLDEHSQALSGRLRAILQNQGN
mIAP block – blocks mouse intestinal alkaline phosphatase; purified mouse IAP, CDP-Star luminescence, 30 min; AID 2806; hit rate 0.2% among 330,000; inhibition, % at 10 µM;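 active means inhibition of at least 40% at 10 µM in the primary screen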;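 further: plate controls were DMSO with enzyme for no effect and no enzyme wells for full effect; values of inactives mirror those of a sister screen read the other way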
TIM10 inh – growth inhibitors of TIM10 yeast strain; S. cerevisiae TIM10 strain growth, BacTiter-Glo luminescence, 24 h; inhibition, % at 10 µM; hit rate 1.4% among 330,000; AID 463195;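 active means inhibition of 40% or more at the single tested concentration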;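 further: wild-type TIM10 isogenic control strain grown at permissive 25 °C; 0% = DMSO yeast wells and 100% = minimal medium wells without yeast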
mIAP act – increases mouse intestinal alkaline phosphatase activity | muIAP, CDP-Star luminescence, 30 min; stronger effect = higher value; 1 = vehicle-only enzyme signal, 0 = enzyme-free wells | activation factor at 10 µM | hit rate 0.24% among 330,000 | AID 2805;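 active means activation factor of at least 2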; further: the source names both 10 and 20 µM as test concentration; values of inactives mirror those of a sister screen read the other way
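Assay system: mouse IAP enzyme; reagent: chemiluminescent substrate CDP-Star; dosing: test compounds delivered from DMSO solution; schedule: 30 min at room temperature; measured by: luminescence from enzymatic CDP-Star hydrolysis; controls: DMSO-only wells and no-enzyme negative control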
NALP3 yeast inh – blocks the NALP3 inflammasome reconstituted in yeast | inhibition, % at 10 µM | Yeast reconstituted NLRP3/ASC/caspase-1, beta-gal luminescence, 24 h | hit rate 0.39% among 330,000;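 active means inhibition of 50% or more; inactive means inhibition below 50%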;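 further: plate controls were induced DMSO wells for no effect and uninduced yeast grown without galactose for full effect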
MIN6 prolif – induces beta-cell replication in MIN6 cells; MIN6 cells proliferation, ATPlite luminescence, 48 h; cells starved in 0.2% serum; 100% = growth in 10% serum; proliferation, % at 10 µM; hit rate 0.29% among 330,000; AID 2380;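 active means compounds whose signal lies at least 3.5 SD above the mean of all wells on their plate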;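 further: 0% = DMSO-treated cells in low-serum medium and 100% = 10% serum control; some compounds called inactive have numbers as strong as hits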
hIAP block – blocks human intestinal alkaline phosphatase; hit rate 0.12% among 330,000; P09923; inhibition, % at 10 µM; purified IAP, CDP-Star luminescence, 30 min;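 active means inhibition reaching a set limit with compound at 10 µM in the primary screen, cut at about 35% in these data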;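 further: plate controls were DMSO wells with enzyme for no effect and no-enzyme buffer wells for full effect; values of inactives mirror those of a sister screen read the other way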
Target sequence (P09923 whole entry, looked up): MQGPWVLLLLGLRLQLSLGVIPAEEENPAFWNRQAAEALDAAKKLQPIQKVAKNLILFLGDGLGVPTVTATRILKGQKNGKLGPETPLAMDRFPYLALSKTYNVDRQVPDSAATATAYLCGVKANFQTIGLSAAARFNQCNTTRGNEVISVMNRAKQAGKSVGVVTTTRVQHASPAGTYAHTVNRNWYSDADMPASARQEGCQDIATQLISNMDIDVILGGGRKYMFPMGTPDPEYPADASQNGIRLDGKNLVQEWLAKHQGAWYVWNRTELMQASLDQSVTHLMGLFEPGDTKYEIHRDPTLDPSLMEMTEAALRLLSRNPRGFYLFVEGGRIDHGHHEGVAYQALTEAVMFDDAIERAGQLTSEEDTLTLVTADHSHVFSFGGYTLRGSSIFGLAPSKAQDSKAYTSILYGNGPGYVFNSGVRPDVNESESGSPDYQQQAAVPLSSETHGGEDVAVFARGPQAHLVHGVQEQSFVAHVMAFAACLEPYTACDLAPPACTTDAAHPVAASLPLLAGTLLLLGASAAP
tim10-1 inh – tim10-1 yeast growth inhibition | S. cerevisiae tim10-1 ts strain growth, BacTiter-Glo, 24 h | inhibition, % at 20 µM | hit rate 2.2% among 330,000;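 active means inhibition of at least 40%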;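 further: mutant grown at 25 °C; 0% = DMSO wells with yeast and 100% = wells holding no yeast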
A3G deaminase – blocks human APOBEC3G single-stranded DNA deamination. Q9HC16. hit rate 0.28% among 330,000. inhibition, % at 20 µM. recombinant A3G, ssDNA deamination FAM/TAMRA fluorescence. AID 493012;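 active means inhibition of at least 40% at 20 µM, with no more than 30% in the related APOBEC3A deaminase screen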;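 further: plate controls were DMSO wells with A3G for no effect and wells lacking A3G enzyme for full effect; some compounds called inactive have numbers as strong as hits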
Target sequence (Q9HC16 whole entry, looked up): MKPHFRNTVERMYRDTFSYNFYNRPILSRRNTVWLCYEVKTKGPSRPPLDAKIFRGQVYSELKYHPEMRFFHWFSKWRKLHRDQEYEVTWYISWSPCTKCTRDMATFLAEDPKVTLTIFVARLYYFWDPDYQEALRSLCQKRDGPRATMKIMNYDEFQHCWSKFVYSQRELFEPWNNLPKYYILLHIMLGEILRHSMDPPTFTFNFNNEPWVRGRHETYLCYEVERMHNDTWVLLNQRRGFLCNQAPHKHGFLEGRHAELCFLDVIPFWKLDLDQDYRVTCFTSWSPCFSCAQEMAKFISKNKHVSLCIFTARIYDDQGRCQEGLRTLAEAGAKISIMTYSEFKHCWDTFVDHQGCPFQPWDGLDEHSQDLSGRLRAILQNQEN
* marks the source's active call; other numbers are inactive results.

SMILES	A3A deaminase	mIAP block	TIM10 inh	mIAP act	NALP3 yeast inh	MIN6 prolif	hIAP block	tim10-1 inh	A3G deaminase
C[C@@H]1CN([C@H](C)CO)C(=O)c2cc(NC(=O)Nc3cccc4ccccc34)ccc2O[C@H]1CN(C)Cc1ccc(C(F)(F)F)cc1	-3	-231	-3	3.3*	25	-5	-10	5	-4
CC1(C)C(c2ccccc2)=NC(c2ccc(Br)cc2)N1O (stereo not drawn)	2	3	3	0.97	14	-3	6	3	-8
COc1ccccc1N(CC(=O)NCC1CCCO1)C(=O)CCC(=O)Nc1cc(C)on1 (stereo not drawn)	-4	4	10	0.96	2	-1	8	8	-4
CCC(C)Sc1cccc(-c2nc3ccc(C)cn3c2NC2CCCCC2)c1 (stereo not drawn)	-9	-14	11	1.1	8	-9	9	16	-5
CCOc1ccc(N2C(=O)Nc3ccccc3C2(O)C(=O)NCc2ccccc2)cc1 (stereo not drawn)	-3	-6	-3	1.1	-14	-4	-2	3	-4
CN(C(=O)c1cc(S(=O)(=O)N2CCOCC2)cs1)c1ccccc1	-4	6	3	0.94	-4	0	7	-4	-3
COc1ccc(C(CC(=O)O)NS(=O)(=O)c2ccc(C)cc2)cc1OC (stereo not drawn)	0	6	4	0.94	1	0	21	22	4
COC(=O)c1ccc(OCC(=O)Nc2nn(-c3ccccc3)nc2C(N)=O)cc1	2	-11	-16	1.1	-3	-2	14	18	0
O=C(O)CCCNC(=O)c1cncc(O)c1	-4	6	-8	0.94	-8	-2	-2	6	-6
CCOC(=O)Cc1csc(NC(=O)CSc2nc3cccnc3n2CC)n1	1	14	3	0.86	5	-3	0	19	1
Cn1c(SCC(=O)Nc2nccs2)nnc1-c1cccnc1	-2	0	1	1	4	0	21	-4	-10
O=S(=O)(Nc1ccccn1)c1ccc(Oc2ccccc2)cc1	-1	12	11	0.88	8	-1	3	7	1
COc1cc(C(=O)N/N=C(\C)Cc2ccccc2)cc(OC)c1OC	0	0	2	1	2	-3	-25	9	-6
CC(=O)Nc1cccc(NS(=O)(=O)Cc2ccc(Cl)cc2)c1	-5	0	9	0.99	13	-1	6	14	-6
Cc1ccccc1C(=O)N(C)Cc1ccccc1	-7	-1	-16	1	2	0	-8	18	-10
S=C(c1ccc(N2CCOCC2)cc1)N1CCOCC1	-4	5	0	0.95	29	-2	-15	19	25
COc1ccc2oc(C(=O)NCC(c3ccco3)N(C)C)c(C)c2c1 (stereo not drawn)	-3	6	2	0.94	12	1	-7	14	-5
CNC(=O)C1CC(=O)N(c2ccc(OCC(=O)Nc3ccccc3C)cc2)C1 (stereo not drawn)	-5	5	-8	0.95	19	6	4	-3	-12
Cc1cccc(-c2ncc(CN3CCN(CCC(C)C)C(CCO)C3)cn2)c1 (stereo not drawn)	1	12	-19	0.89	-4	1	-19	-11	-8
Cc1nn(C)c(C)c1S(=O)(=O)N1CCC(C(=O)Nc2ccc3c(c2)OCCO3)CC1	-3	12	-4	0.88	16	-2	5	-6	-5
O=C(N/N=C/c1cc2ccccc2nc1Cl)/C(=C/c1cccs1)NC(=O)c1ccccc1	3	2	7	0.97	10	-3	-8	25	1
COc1ccccc1C(=O)Nc1nnc(SCC(=O)NCC2CCCO2)s1 (stereo not drawn)	-1	7	0	0.93	12	-1	4	-17	-5
Cc1ccc(OCC(=O)N/N=C/C=C/c2ccco2)c(Br)c1	-7	18	-1	0.82	29	-4	-16	6	-8
CN(C)[C@@H]1CCC[C@H]1OC(=O)C(c1ccccc1)c1ccccc1	0	-8	-3	1.1	-43	1	-7	-4	-4
CCCCCCOC(=O)CCn1[nH]c(=O)c2ccccc2c1=O	-3	4	24	0.95	6	0	0	24	-5
Later entries
SMILES	A3A deaminase	mIAP block	TIM10 inh	mIAP act	NALP3 yeast inh	MIN6 prolif	hIAP block	tim10-1 inh	A3G deaminase
CCN(CC)C(=O)c1cn(-c2cccc(OC)c2)c(=O)c2ccccc12	0	-9	-2	1.1	8	-2	-3	13	-5
CC(C)(C)C(=O)Nc1nnc(CC(=O)NCc2ccccc2)s1	3	-1	-12	1	13	-4	16	-13	-1
Cc1cc(C)n2nc(C(=O)Nc3ccn(Cc4ccccc4C)n3)cc2n1	7	1	6	0.99	1	-1	12	6	-6
O=C(COC(=O)c1c(F)cccc1F)Nc1ccccc1OC(F)F	-1	0	-3	0.99	17	0	-4	10	-1
CCc1c(C#N)c(SCCC(=O)Nc2ccc(F)cc2)nc2c1C(=O)CC(C)(C)C2	-1	9	8	0.91	20	-3	6	21	-4
COC(=O)/C=C1/SC(=NC(=O)c2ccc(OC)cc2)NC1=O	-3	4	1	0.96	16	-1	18	-10	-5
Cn1c(CCC(N)=O)nnc1SCC(=O)Nc1cc(S(=O)(=O)N2CCCC2)ccc1Cl	0	3	-8	0.97	37	3	-16	-16	-12
CC(Sc1nnc(COc2ccc([N+](=O)[O-])cc2)n1-c1ccccc1)C(=O)O (stereo not drawn)	-1	-2	5	1	-1	-4	-1	5	-6
Cc1cccc2c(SCC(=O)NCC3CCCO3)nc(-c3ccc(F)cc3)nc12 (stereo not drawn)	-1	12	9	0.88	-3	-1	8	-2	-3
O=S(=O)(c1cccs1)N1CCN(c2ccc(Cl)cc2)CC1	-2	6	-14	0.94	58*	-2	5	11	-14
COc1ccc2[nH]c(=O)c(CN(CCN3CCCC3)C(=O)Nc3ccccc3Cl)cc2c1	9	-2	-5	1	24	4	-25	7	5
COc1ccc(S(=O)(=O)NCCc2ccncc2)cc1	-7	0	5	1	12	-4	-11	2	-4
Cc1cc2oc(=O)cc(CN3CCCCC3)c2cc1O	-5	2	11	0.98	-12	-2	-1	-5	-9
CCn1c(C)nc2cc(C(=O)NNC(=S)Nc3ccccc3)ccc21	-5	-4	11	1	-8	-1	-111	7	-5
NS(=O)(=O)c1ccc(NC(=S)N2CCc3ccccc32)cc1	-5	-6	7	1.1	4	-1	5	5	-9
Cc1ccc(S(=O)(=O)N2CCCN(C(C)c3nc4ccccc4c(=O)[nH]3)CC2)cc1 (stereo not drawn)	4	-2	18	1	16	-5	-2	12	-2
COc1ccc(C)cc1NC(=O)C1CCCN(S(=O)(=O)c2ccc3[nH]c(=O)ccc3c2)C1 (stereo not drawn)	2	2	4	0.98	11	-3	3	-14	-2
COc1ccc(/C=C/C(=O)NC(=S)Nc2ccc(S(=O)(=O)Nc3cc(C)on3)cc2)cc1	0	6	-6	0.94	11	0	-6	22	-3
COc1cc(NC(=O)c2c(-c3ccccc3Cl)noc2C)c2ncccc2c1	-2	6	-8	0.94	17	-4	-2	8	-5
COc1cc(/C=N/NC(=O)Cc2ccccc2)cc(OC)c1OC	-5	-9	-5	1.1	6	0	6	2	-6
CC1=CC(C)(C)N(C(=O)CSc2nnc(-c3ccccc3)o2)c2ccc(C)cc21	0	2	-33	0.98	12	-4	-26	-14	2
CCc1nc(SCC(=O)c2cccc([N+](=O)[O-])c2)n[nH]1	6	1	6	0.99	-1	-4	-15	6	-2
Cc1cc(C)c(C#N)c(Oc2ccc(O)cc2)n1	-2	-2	-15	1	15	5	-2	16	-5
CCOC(=O)CNC(=S)N(Cc1cccs1)C1CCCC1	-1	-4	3	1	5	0	11	18	-8
COCc1cccc(NC(=O)Cc2cccc3ccccc23)c1	-2	-10	-14	1.1	19	-1	-27	4	-6
The results go on.
SMILES	A3A deaminase	mIAP block	TIM10 inh	mIAP act	NALP3 yeast inh	MIN6 prolif	hIAP block	tim10-1 inh	A3G deaminase
CCn1c(C)nc2cc(C(=O)N=Nc3c(O)[nH]c4ccccc34)ccc21	-3	-4	6	1	0	-3	-17	6	-3
CCCCn1c(N)c(N(Cc2ccccc2OC)C(=O)COc2ccc(C)cc2)c(=O)[nH]c1=O	-3	-4	21	1	7	-2	-4	12	-5
COc1cc2nc(C3CCC3)n(NC(=O)C3CCC3)c(=O)c2cc1OC	-1	10	13	0.9	-3	2	-14	9	-5
O=C(CNS(=O)(=O)c1ccc(Br)s1)NCc1ccc2c(c1)OCO2	-6	-6	-4	1.1	16	-1	-28	10	-4
O=C(NCc1ccc2c(c1)OCO2)C1CCN(c2nccc(C(F)(F)F)n2)CC1	-1	8	2	0.92	7	-3	0	-6	-5
O=C(CN1c2cccc3cccc(c23)S1(=O)=O)NCCc1ccc(F)cc1	0	1	-6	0.99	-7	-2	-5	-20	-5
Cc1ccc(Cn2cnc3c(cnn3C(C)(C)C)c2=O)cc1	-4	-13	-25	1.1	18	-4	-10	-1	-11
CCN(CC(=O)Nc1ccc2c(c1)OCCO2)C(=O)C1CC(=O)N(c2ccc(OC)cc2OC)C1 (stereo not drawn)	-1	-10	-21	1.1	13	-1	3	-6	11
COc1cc(NC(=O)Cc2ccccc2OC)cc(OC)c1	2	2	0	0.98	24	-1	-20	6	-4
Cc1ccc(C)n1-c1ccc(C(=O)NN=C2CCCC2)cc1	-1	-55	2	1.6	2	0	-49	-3	-3
CCOc1ccc(CCNC(=O)C2CCN(S(=O)(=O)N3CCCCC3)CC2)cc1OCC	-1	-8	9	1.1	4	0	1	9	-2
CCCOc1ccc(C(=O)Nc2c[nH]c(=O)[nH]c2=O)cc1	-1	-6	6	1.1	12	0	24	2	-2
COc1ccc(/C=C2/SC(=O)N(CCCCCC(=O)Nc3ccccc3C(=O)O)C2=S)cc1	3	13	21	0.87	14	-4	-10	40*	1
COCCSc1ccccc1C(=O)Nc1nccs1	1	0	10	1	5	-1	-9	3	-3
CCN(CC)S(=O)(=O)c1ccc(NC(=O)c2ccc(OCC3CCCO3)cc2)cc1 (stereo not drawn)	0	-10	18	1.1	2	-1	2	19	-3
O=C(O)c1ccc(NC(=O)C2(c3ccccc3)CCCC2)cc1	1	19	-16	0.81	11	3	-10	3	1
CCOC(=O)C(NC(C)=O)(Nc1ccc(S(=O)(=O)Nc2onc(C)c2C)cc1)C(F)(F)F (stereo not drawn)	-3	-2	9	1	22	0	6	11	-1
Cc1cnn(-c2cc(N/N=C/c3ccccc3F)ncn2)c1	-1	16	4	0.84	7	-6	-5	-9	-7
CSc1ncc(C(=O)Nc2ccc(C(C)=O)cc2)c(C)n1	-2	12	7	0.88	-7	-1	0	-5	-7
O=[N+]([O-])c1ccc(N2CCN(S(=O)(=O)c3ccccc3[N+](=O)[O-])CC2)cc1NCc1cccnc1	4	12	0	0.88	24	0	6	21	4
CCOc1cc(NC(=S)NCC(C)C)c(OCC)cc1NC(=O)c1cccs1	-1	-1	-2	1	27	-4	-9	12	-1
Cc1ccc(-c2csc(N3CCN(c4cc5c(cc4Cl)nc(C)n5CCN4CCCCC4)CC3)n2)cc1	-6	2	9	0.98	19	-9	7	41*	-16
Cc1ccc(-c2nnc(NC(=O)CCS(=O)(=O)c3ccccc3)o2)c(C)c1	2	-2	-11	1	27	-7	-8	16	27
Cc1ccc2nc(-c3ccc(NS(C)(=O)=O)cc3)cc(-c3ccccc3)c2c1	0	13	29	0.87	22	-6	11	39	-3

Sorted by count of non-hydrogen atoms (high to low): some entries from above.
SMILES	A3A deaminase	mIAP block	TIM10 inh	mIAP act	NALP3 yeast inh	MIN6 prolif	hIAP block	tim10-1 inh	A3G deaminase
O=C(NCc1ccc2c(c1)OCO2)C1CCN(c2nccc(C(F)(F)F)n2)CC1	-1	8	2	0.92	7	-3	0	-6	-5
O=C(CNS(=O)(=O)c1ccc(Br)s1)NCc1ccc2c(c1)OCO2	-6	-6	-4	1.1	16	-1	-28	10	-4
Cc1ccc(C)n1-c1ccc(C(=O)NN=C2CCCC2)cc1	-1	-55	2	1.6	2	0	-49	-3	-3

Screening results deposited in PubChem by Sanford-Burnham Center for Chemical Genomics.
